NPSR antagonist = antagonists of human neuropeptide S receptor cAMP signaling | AID 1461 | Potency, µM (doses to about 38.3 µM), inactives show top-dose activity change, negative = inhibition, hits mostly inhibitors | CHO-NPSR cells, cAMP TR-FRET, antagonist mode | 1% of 220,000 active; also: % is scaled to controls: 0 for no effect and ±100 for the full control effect; nearly all actives have a fitted effect of over 50% in size; many of its hits are not listed in these tables
Target sequence (Q6W5P4 whole entry, looked up): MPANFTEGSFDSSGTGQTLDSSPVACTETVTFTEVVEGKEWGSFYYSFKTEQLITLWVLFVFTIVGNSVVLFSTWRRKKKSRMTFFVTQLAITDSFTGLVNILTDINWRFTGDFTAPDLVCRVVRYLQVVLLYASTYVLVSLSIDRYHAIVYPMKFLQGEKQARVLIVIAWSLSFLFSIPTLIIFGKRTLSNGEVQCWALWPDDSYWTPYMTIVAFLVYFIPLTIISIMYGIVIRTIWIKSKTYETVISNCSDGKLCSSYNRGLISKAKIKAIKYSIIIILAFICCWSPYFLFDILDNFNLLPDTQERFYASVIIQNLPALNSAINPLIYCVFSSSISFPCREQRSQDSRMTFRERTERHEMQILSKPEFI
Epigenetic reg = regulators of epigenetic silencing causing reporter derepression in mouse cells; murine LDR cells, GFP reporter derepression, 30 h; Potency, µM (titrated, usually from 53.9 µM), for inactives: at the highest dose GFP activation, most hits filed as activators; 0.2% of 280,000 active; AID 1865; also: % of control where 0% means no effect; nearly all actives have a fitted effect of over 60% in size
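Derepression of a silenced CMV-GFP reporter in murine LDR cells is scored by enumerating GFP-positive cells with a laser-scanning microplate cytometer after 30 hours of treatment at 37 C.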
GAA inh = blocks human lysosomal alpha-glucosidase; P10253; purified human GAA, 4-MU-alpha-glucoside fluorescence; Potency, µM (series often up to 76.9 µM), for the others: top-dose activity change, negative = inhibition, actives largely listed as inhibitors; 0.005% of 200,000 active;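 also: plate controls were uninhibited enzyme wells for no effect and no-enzyme background for full effect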
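AC50 values come from Hill fits of compound titrations (up to 77 uM) against 4 nM human enzyme. Substrate 4-methylumbelliferyl-alpha-D-pyranoside at 400 uM, pH 5.0 citrate buffer, 20 min room temperature; fluorescence Ex 365/Em 440 after alkaline stop.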
GAA spleen mod = inhibitors or activators of human alpha-glucosidase in spleen homogenate. P10253. human spleen homogenate, 4-MU-alpha-glucoside fluorescence. Potency, µM (top dose mostly 79.9 µM), for the others: at the highest dose activity change, negative = inhibition, actives largely listed as inhibitors. 0.006% of 240,000 active. AID 2112;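 also: 0% = enzyme with vehicle and -100% = no enzyme basal signal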
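Human spleen homogenate (1 ug) with 4-methylumbelliferyl-alpha-D-glucopyranoside (1 mM final) in 50 mM citrate/phosphate pH 5.0, 0.01% Tween-20; 40 min at 37 C. Stopped at pH 10; 4-MU fluorescence Ex 365/Em 440 nm; AC50 by Hill fit.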
ALDH1A1 block = ALDH1A1 (human) enzyme inhibition; Purified ALDH1A1, NADH fluorescence, propionaldehyde substrate; AID 1030; P00352; 7.3% of 220,000 active; Potency, µM (doses to about 75.3 µM), without a hit: top-dose activity, negative = inhibition, most hits filed as inhibitors; active = well fitted inhibition curve with a large enough effect, not every such curve was filed as active; inconclusive = small, poorly fitted or top-dose-only effect, or another doubt; inactive = no such curve, though single readings can be large or run the other way;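 also: plate controls were no enzyme wells and a reference inhibitor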
GAA glycogen mod = GAA glycogen-cleavage inhibition or activation | P10253 | 0.38% of 300,000 active | recombinant GAA, glycogen substrate, Amplex Red glucose oxidase fluorescence | Potency, µM (top dose mostly 76.4 µM), inactives show at the highest dose activity change, negative = inhibition, usual class: inhibitors;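 also: 0% = full enzyme reaction and -100% = no-enzyme basal signal; the screen sought inhibitors and activators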
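qHTS, 1536-well; enzyme 4 nM final; cpd up to 77 uM; substrate bovine liver glycogen 30 ug; 50 mM citrate/phosphate pH 5.0, 0.01% Tween-20; 37 C, 40 min; Amplex Red detection 45 min RT; Hill fit → AC50.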
aGal spleen mod = inhibitors or activators of human alpha-galactosidase in spleen homogenate. P06280. human spleen homogenate, 4MU-alpha-Gal fluorescence, 40 min. Potency, µM (titrated, usually from 80 µM), without a hit: at the top dose activity change, negative = inhibition, actives largely listed as inhibitors. 0.008% of 240,000 active. AID 2107;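 also: 0% = enzyme with vehicle and -100% = no enzyme basal signal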
Target sequence (P06280 32-429 limits assumed): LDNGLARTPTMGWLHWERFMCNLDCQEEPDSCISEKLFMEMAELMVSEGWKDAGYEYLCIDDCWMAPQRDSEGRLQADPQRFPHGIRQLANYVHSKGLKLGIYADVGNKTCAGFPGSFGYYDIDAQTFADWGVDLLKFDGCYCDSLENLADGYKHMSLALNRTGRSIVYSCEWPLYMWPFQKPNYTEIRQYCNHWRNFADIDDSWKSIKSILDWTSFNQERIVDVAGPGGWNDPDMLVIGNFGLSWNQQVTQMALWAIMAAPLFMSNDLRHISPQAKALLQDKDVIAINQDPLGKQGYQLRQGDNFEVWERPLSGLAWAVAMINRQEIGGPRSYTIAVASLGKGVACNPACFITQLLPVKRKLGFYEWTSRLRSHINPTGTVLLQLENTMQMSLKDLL
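Human spleen homogenate (1 ug) was the enzyme source, with 4-methylumbelliferyl-alpha-D-galactopyranoside (1 mM final) in pH 5.0 citrate buffer with 0.01% Tween-20. Compounds were titrated; after 40 min at 37C, NaOH/glycine stop, 4-MU fluorescence read; AC50 from Hill fits.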
Tau fluor cs = counter-screen for tau fibril formation inhibitors | tau K18 P301L (four-repeat tau fragment) Alexa594 fluorescence, heparin fibrillization | AID 1463 | Potency, µM (highest dose often 57.7 µM), for the others: at the highest dose activity change, negative = decrease | 0.93% of 280,000 active; also: % is scaled to controls: 0 for no effect and ±100 for the full control effect; nearly all actives have a fitted effect of over 55% in size
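Human K18 P301L tau (15 uM unlabeled plus 0.24 uM Alexa 594-labeled, final) in 100 mM sodium acetate pH 7 was mixed with compound and 20 uM heparin and incubated 6 hr at 37 C.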
Starred values were filed as active, the others as inactive; ? = inconclusive; . = no result given; & = joins results of further samples; [ ] = another dose, or the depositor's remark. Unless noted, calls follow the shape of the dose curve; as a rule, active = well fitted curve in the direction sought with a large enough effect; inconclusive = small, poorly fitted or top-dose-only effect, or another doubt; inactive = no such curve, though single readings can be large; an effect the other way counts as inactive or inconclusive. Potency is read from the fitted curve at half-maximal effect. The list is partial (hit frequency here may not be typical).

Results follow in this order: NPSR antagonist, Epigenetic reg, GAA inh, GAA spleen mod, ALDH1A1 block, GAA glycogen mod, aGal spleen mod, Tau fluor cs
1: COc1ccc(Cl)cc1NC(=O)CSc1ncnc2c1oc1ccccc12
  -29%, -6.9%, -3%, 4%, 10%, -2%, 3%, 7%
2: NC(N)=NC1=NC(=O)C(Cc2ccccc2Cl)S1 (stereo unspecified)
  -13%, 0.0%, -1%, -1%, 7%, 6%, -4%, -6%
3: CCOC(=O)c1cc(NCc2cccs2)ccc1N1CCOCC1
  3%, 0.1%, 7%, -7%, -5%, ?, -3%, -12%
4: Cn1ccnc1SCC(=O)c1ccc([N+](=O)[O-])cc1
  12%, -0.6%, 14%, -20%, ?, ?, -3%, -18%
5: N#Cc1cccc(NC(=O)CCn2ccnc2)c1
  2%[46.1 µM], -0.3%, 3%, 11%, ?, 19%, 9%, 11%
6: CCOC(=O)c1oc2cc(O)ccc2c(=O)c1-c1csc(C)n1
  -7%[46.1 µM], -1.0%, -7%, -2%, 8%, -1%, 3%, 0%
7: CC(CNC(=O)C(C)C)NC(=O)C(C)C (stereo unspecified)
  -10%[46.1 µM], 3.6%, -1%, -4%, -1%, 6%, -7%, 2%
8: CCOC(=O)CCc1c(C)c2ccc(OCc3cc([N+](=O)[O-])ccc3OC)c(C)c2oc1=O
  -4%, -1.9%, -1%, -1%, -8%, 7%, -2%, -9%
9: CC(CCn1cccn1)NC(=O)CCc1nnc(CCc2ccccc2)o1 (stereo unspecified)
  11%, 5.8%, 11%, 1%, 0%, 25%, -5%, 7%
10: Cc1cccc(NS(=O)(=O)c2ccc(C3CCCCC3)cc2)c1
  -12%[46.1 µM], 4.8%, -12%, -5%, -4%, -10%, -7%, ?
11: S=C(NC1CCCC1)NC1CCCC1
  3%, 0.9%, 9%, -4%, 15%, -15%, 7%, -7%
12: c1ccc(-c2cc(-c3nc4ccccc4[nH]3)c3ccccc3n2)cc1
  -17%, 2.0%, 6%, -2%, 2%, 9%, 2%, -7%
13: Cc1ccccc1NC(=O)Cn1cnc2c(oc3nc4c(cc32)COC(C)(C)C4)c1=O
  7%, 1.0%, 5%, -8%, 22µM*, -3%, 5%, 5%
14: COc1ccc(/C=N/NC(=O)c2ccc(CN3c4cccc5cccc(c45)S3(=O)=O)cc2)cc1
  -4%, 2.1%, ?, 13%, ?, 5%, 25%, ?
15: CN(C)CC1CCCCC1OC(=O)c1ccc(Br)cc1 (stereo unspecified)
  12%, 3.0%, -2%, 1%, 10%, -3%, -4%, -7%
16: Nc1c(C(=O)NCc2ccccc2)sc2nc(N3CCOCC3)c3c(c12)CCCC3
  -21%[46.1 µM], 5.8%, ?, 4%, ?, -1%, 10%, ?
17: O=C(c1cccs1)c1ccc(-c2cccs2)s1
  -13%[46.1 µM], -0.7%, ?, 1%, ?, -14%, -2%, 10%
18: O=C(N/N=C/c1cc([N+](=O)[O-])ccc1O)c1cc(-c2ccccc2)nc2ccccc12
  -9%, 0.0%, -1%, -6%, ?, -4%, 4%, ?
19: CCN1CCSc2ccc(C(=O)Nc3ccc(NC(C)=O)cc3)cc21
  -5%, -0.1%, 0%, 1%, ?, -20%, 6%, ?
20: CC(C)C(=O)Nc1ccc([N+](=O)[O-])cc1Br
  7%, 1.1%, 1%, 3%, -1%, 8%, 0%, 5%
21: Cc1cc(C)nc(N2CCC(C(=O)NCc3ccccc3)CC2)n1
  10%, 0.0%, -1%, 1%, 12%, 0%, -10%, 2%
22: Cc1ccc(CNC(=O)C(=O)NCC(c2ccco2)N2CCOCC2)cc1 (stereo unspecified)
  10%, -1.1%, 2%, -2%, 8%, 10%, 3%, -1%
23: CN(C)/C=C(\C=N\OCc1ccc(Cl)cc1Cl)C(=O)Nc1ccc(Cl)c(Cl)c1
  -11%[46.1 µM], 0.0%, 4%, -20%, -3%, -6%, 1%, 16µM*[quencher]
24: O=C(NCCn1ccc2ccccc21)C1CCCCC1
  -3%[46.1 µM], -1.0%, 1%, 5%, -8%, 1%, -4%, 0%
25: CCOc1cc(/C=N/NC(=O)C(=O)NCc2cccnc2)ccc1O
  11%, 1.9%, -1%, -3%, 3%, ?, 0%, 7%
26: CCOc1ccc(CCNC(=O)CSc2cc(=O)n(CC)c3ccccc23)cc1OCC
  -7%, 0.0%, -3%, -4%, 0%, 11%, -5%, 2%
27: CCCCN1CC[C@@H]2C=CC[C@H](C(=O)OC)[C@@H]2C1=O
  ., 1.2%[96.6 µM], ., 2%[119 µM], -1%[120 µM], ., -1%[119 µM], -10%[81.3 µM]
28: O=C(Nc1ccccc1C(=O)N1CCOCC1)c1cccc(S(=O)(=O)N2CCCC2)c1
  20%[46.1 µM], 0.0%, -8%, 8%, -6%, 0%, 5%, 11%
29: COc1ccc(NC(=S)N(Cc2cccnc2)Cc2cc3cc(OC)c(OC)cc3[nH]c2=O)cc1
  26%, 4.3%, 5%, -2%, ?, 9%, 4%, -20%
30: CCOC(=O)c1c(NC(=O)C2c3ccccc3Oc3ccccc32)sc(C(=O)N(CC)CC)c1C
  ?, 0.0%, 1%, 7%, ?, -9%, 7%, 3%

Single records, as listed above. Order of values: NPSR antagonist	Epigenetic reg	GAA inh	GAA spleen mod	ALDH1A1 block	GAA glycogen mod	aGal spleen mod	Tau fluor cs
CC(CNC(=O)C(C)C)NC(=O)C(C)C (stereo unspecified) across the screens: -10%[46.1 µM]	3.6%	-1%	-4%	-1%	6%	-7%	2%
CCCCN1CC[C@@H]2C=CC[C@H](C(=O)OC)[C@@H]2C1=O across the screens: .	1.2%[96.6 µM]	.	2%[119 µM]	-1%[120 µM]	.	-1%[119 µM]	-10%[81.3 µM]

Further results
Results follow in this order: NPSR antagonist, Epigenetic reg, GAA inh, GAA spleen mod, ALDH1A1 block, GAA glycogen mod, aGal spleen mod, Tau fluor cs
31: O=C(Nc1cccc(S(=O)(=O)NCc2ccco2)c1)c1cc(-c2ccc(F)cc2)nc2ccccc12
  -26%, -0.9%, -11%, -2%, ?, 9%, -2%, ?
32: CC(=O)c1sc(NC(=O)c2cc3c(C)nn(-c4ccccc4)c3s2)nc1C
  -4%[46.1 µM], -1.6%, 0%, 0%, 3%, 9%, -1%, -12%
33: CCCCc1c(O)nc(SCC(=O)NC(C)(C)C)n(-c2ccccc2C)c1=O
  -10%[46.1 µM], -0.9%, 0%, 1%, -12%, 13%, -13%, -3%
34: COc1c(Cl)cc(Cl)cc1CNc1ccc(S(N)(=O)=O)cc1
  33%, 8.5%, -2%, 1%, 7%, -9%, 10%, -19%
35: CC(=O)Nc1ccc(CN2CCC(CO)(CCOc3ccccc3)CC2)cc1
  -7%, 1.5%, 1%, 1%, -3%, 4%, -3%, -2%
36: CSc1sc(-c2n[nH]c(=S)n2C)c2c1C=CCC2
  -20%, 0.4%, ., -6%, ., -20%, -5%, -28%
37: CC1=C(C(=O)NCc2ccccc2)C(c2ccccc2OCC(N)=O)NC(=O)N1 (stereo unspecified)
  23%[46.1 µM], -3.2%, -5%, 8%, 10%, 7%, 2%, 10%
38: O=C(NCc1nc2ccccc2[nH]1)C1=C[C@@H](c2csc3ccccc23)C[C@@H](OCCCCO)O1
  4%, 0.0%, ., 0%, ., 1%, -3%, -26%
39: O=C(CSc1nc(-c2ccco2)cc(C(F)(F)F)n1)NCCCN1CCOCC1
  18%, -1.5%, -1%, -1%, 2%, 10%, -2%, -6%
40: Cc1ccc(NC(=O)CN2CCN(c3ccccn3)CC2)cc1S(=O)(=O)N(C)C
  -5%, -1.9%, -1%, -7%, -7%, 4%, -2%, -1%
41: COCC(=O)OCC(=O)c1cc(C)n(-c2ccc(Br)cc2)c1C
  3%, 2.6%, -3%, -11%, 4%, 5%, 5%, -6%
42: O=C(Nc1ccc(F)cc1)OCCOc1ccc(Br)cc1
  8%, 0.1%, ., -7%, ., 6%, 0%, -13%
43: Clc1nc(Nc2ccc(N3CCOCC3)cc2)c2ccccc2n1
  10%, 8.0%, 11%, -5%, 8%, 11%, 2%, ?
44: COc1cc(/C=C(\C#N)c2nc3ccccc3[nH]2)ccc1Oc1ccc([N+](=O)[O-])cn1
  -6%[46.1 µM], ?, 0%, 1%, -2%, -1%, 13%, ?
45: CC(=O)Nc1ccc(NC(=O)Cn2cnc3c(cnn3C(C)(C)C)c2=O)cc1
  -9%[46.1 µM], 3.5%, -6%, -3%, 16µM*, -2%, 0%, -3%
46: O=C1c2ccccc2N2C(=O)c3ccccc3C2N1Cc1ccco1 (stereo unspecified)
  -5%[46.1 µM], -1.6%, -17%[15.4 µM], 6%, ?, -7%, -3%, -17%
47: CCCCSc1nnc2nc(C)cc(C)n12
  -4%[46.1 µM], -1.0%, -12%, -3%, 1%, -3%, 1%, -4%
48: COCCSc1ccccc1C(=O)Nc1ccc(Cl)cc1
  -8%, 0.0%, 11%, -10%, -7%, -7%, 1%, -23%
49: Cn1nnnc1SCC(=O)N(C1CCCCC1)C1CCS(=O)(=O)C1 (stereo unspecified)
  4%, -2.8%, -11%, -7%, ?, 3%, 0%, 2%
50: N#Cc1ccc(C23CC4(C2)[C@H](CN(Cc2ccc(C(F)(F)F)cc2)[C@@H]4c2ccccc2)C3c2ccc(Cl)nc2)cc1 (stereo partly specified)
  -6%, 3.5%&3.6%, ., 2%&-11%, -8%, -8%, 9%&-6%, -2%&6%
51: Cc1ccc2c(CC(=O)Nc3ccc(N4CCN(C)CC4)cc3C)coc2c1
  -3%[46.1 µM], -4.2%, -3%, -21%, -7%, 10%, 16%, -25%
52: O=C(NC(=S)Nc1cccc([N+](=O)[O-])c1)c1ccco1
  15%, 0.0%, 1%, 1%, 3%, 1%, 1%, -1%
53: CSCCC(NC(=O)c1ccccc1)C(=O)OCC(=O)c1ccc[nH]1 (stereo unspecified)
  10%, -1.3%, ?, 6%, 2%, 0%, 7%, -2%
54: COc1ccc([N+](=O)[O-])cc1NC(=O)CCC(=O)c1cccs1
  2%, -1.9%, 7%, -1%, ?, -2%, -17%, -7%
55: CCc1ccc(N2CN=c3s/c(=C\c4ccccc4)c(=O)n3C2)cc1
  5%[7.67 µM], -0.3%, ., -1%, ., 5%, 2%, -8%
56: CCOC(=O)c1nnsc1-c1ccc(-c2snnc2C(=O)OCC)cc1
  3%, -1.0%, ., 10%, ., 6%, 9%, -12%
